rCAG binder – binds r(CAG) RNA repeats | r(CAG) RNA repeat, TO-PRO-1 dye displacement fluorescence | inhibition, % at 3 µM | 370,000 tested, 1.3% active | AID 651821;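 active = inhibition above the plate cutoff, the mean of all test compounds on that plate plus 3 SD, cut at about 35% in these data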;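 also: 0% = DMSO alone and 100% = 100 µM mitoxantrone as full dye displacement; higher means more dye released from RNA so lower well fluorescence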
NPR1 activator – GC-A (human) enzyme activation | 370,000 tested, 0.14% active | activation, % at 10 µM | AID 1671463 | HEK293 GC-A cells, cGMP TR-FRET, EC30 ANP; 0% at EC30 ANP, 100% saturating ANP; in the data active = activation above about 40%
UHRF1 MBD2 ctr – blocks human UHRF1 binding to methylated DNA; AID 687016; Q96T88; 370,000 tested, 0.75% active; inhibition, % at 4.4 µM; UHRF1 binding to methylated oligo, TR-FRET; in the data active = inhibition above about 21%;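 also: UHRF1 SRA domain binding a hemimethylated CpG hairpin DNA probe; 0% = median of test compound wells and 100% = reference inhibitor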
NPR2 activator – GC-B (human) receptor activation; activation, % at 10 µM; 370,000 tested, 0.11% active; P20594; HEK293-GC-B cells, CNP EC30, cGMP TR-FRET; 0% at EC30 CNP, 100% saturating CNP; AID 1920062;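 active = activation at 10 µM reaching about 35% in either raw or pattern-adjusted values, limit read from the data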
SIAE primary – inhibitors of human sialic acid acetylesterase SIAE; Q9HAT2; SIAE FP-Rh probe binding, fluorescence polarization; inhibition, % at 9.66 µM; 370,000 tested, 0.69% active; AID 1053197;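 active = inhibition above a cutoff: mean of compounds within the control limits plus 3 SD of those, cut at about 17% in these data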;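 also: 0% = plate median of compound wells and 100% = probe without SIAE protein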
Target sequence (Q9HAT2 whole entry, looked up): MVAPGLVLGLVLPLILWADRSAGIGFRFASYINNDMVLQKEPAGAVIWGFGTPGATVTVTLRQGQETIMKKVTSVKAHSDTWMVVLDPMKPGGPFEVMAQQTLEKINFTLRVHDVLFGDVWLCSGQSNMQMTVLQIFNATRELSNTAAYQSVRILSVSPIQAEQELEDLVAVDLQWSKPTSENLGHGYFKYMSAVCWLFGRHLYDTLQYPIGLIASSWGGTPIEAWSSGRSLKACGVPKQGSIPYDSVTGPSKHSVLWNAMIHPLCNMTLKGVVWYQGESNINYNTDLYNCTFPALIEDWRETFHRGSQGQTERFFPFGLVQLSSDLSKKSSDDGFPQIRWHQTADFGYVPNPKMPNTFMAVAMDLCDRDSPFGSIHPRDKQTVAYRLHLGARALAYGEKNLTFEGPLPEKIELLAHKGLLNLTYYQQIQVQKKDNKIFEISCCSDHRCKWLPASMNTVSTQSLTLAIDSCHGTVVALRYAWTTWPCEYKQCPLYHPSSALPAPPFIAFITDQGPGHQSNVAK
HTRA1 inh – inhibitors of human serine peptidase HTRA1; recombinant HTRA1, FP-rhodamine activity-based probe, fluorescence polarization; AID 504803; 340,000 tested, 0.5% active; Q92743; inhibition, % at 5.96 µM; in the data active = inhibition above about 36%;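 also: 0% = enzyme with DMSO and 100% = wells lacking enzyme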
mABHD4 FP – ABHD4 (mouse) inhibition, primary FP screen. 370,000 tested, 0.54% active. inhibition, % at 8.92 µM. Q8VD66. purified mABHD4, FP-Rh probe fluorescence polarization. AID 720543;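 active = inhibition exceeding the mean over every tested compound plus 3 SD, cut at about 30% in these data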;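 also: 0% = plate median of compound wells and 100% = S159A mutant with DMSO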
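Doses – 8.92 µM, single dose · Material – wild-type mouse ABHD4 protein · Replication – single well per compound (singlicate) · Measure – percent inhibition of probe binding, normalized to plate controls · Schedule – 45 min compound pre-incubation plus 60 min probe step, 25 °C · Detection – fluorescence polarization with parallel and perpendicular emission, 525/598 nm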
TCR CD3 inh – inhibitors of human TCR-CD3 interaction | 360,000 tested, 0.37% active | inhibition, % at 9.4 µM | TAMRA-labeled TCR probe fluorescence, biochemical | AID 651800; in the data active = inhibition above about 19%;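 also: recombinant mutant TCR 2C K166C tagged with TAMRA read by polarization; 0% = receptor in buffer alone and 100% = receptor with positive control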
PRMT1 FP inh – PRMT1 (human) inhibition, primary screen. recombinant PRMT1, activity-based probe fluorescence polarization. Q99873. inhibition, % at 2.79 µM. 370,000 tested, 1.3% active. AID 652257;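 active = inhibition above about 21% made by adding two undisclosed values, limit read from the data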
MBD2 DNA inh – inhibitors of human MBD2 binding to methylated oligonucleotide; inhibition, % at 4.4 µM; TR-FRET; Q9UBB5; 370,000 tested, 0.31% active; AID 686964; in the data active = inhibition above about 13%
Target sequence (Q9UBB5 whole entry, looked up): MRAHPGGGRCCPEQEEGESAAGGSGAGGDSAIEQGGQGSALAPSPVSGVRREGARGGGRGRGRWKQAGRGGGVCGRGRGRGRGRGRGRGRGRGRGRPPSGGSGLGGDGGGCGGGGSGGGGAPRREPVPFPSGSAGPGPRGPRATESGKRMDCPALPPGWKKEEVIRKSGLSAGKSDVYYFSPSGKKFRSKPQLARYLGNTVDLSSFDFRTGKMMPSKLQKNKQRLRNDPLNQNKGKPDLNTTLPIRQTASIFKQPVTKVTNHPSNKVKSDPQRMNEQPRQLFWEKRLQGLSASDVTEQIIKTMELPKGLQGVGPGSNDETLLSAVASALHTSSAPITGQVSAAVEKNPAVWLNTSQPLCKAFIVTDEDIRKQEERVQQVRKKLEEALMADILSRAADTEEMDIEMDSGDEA
* = called active by the depositor; / = not tested or not shown. Only part of the results is shown (hit frequency here may not be typical).

SMILES	rCAG binder	NPR1 activator	UHRF1 MBD2 ctr	NPR2 activator	SIAE primary	HTRA1 inh	mABHD4 FP	TCR CD3 inh	PRMT1 FP inh	MBD2 DNA inh
CC(=O)c1ccc(OCc2cc(C(=O)N(C)Cc3nc4c(C)cccc4[nH]3)no2)cc1	-2	0	-1	4	6	-4	-2	-3	-3	-1
CCCCN(C)CCCNC(=O)c1cc(Nc2ccc(OC)c(OC)c2)nc2ccccc12	0	-16	-1	-14	4	-4	5	-3	2	-1
O=C(Nc1ccc(Cl)cc1)c1csc(COCCO)n1	2	25	-1	4	1	/	-1	-1	1	0
CCOc1ccc(NC(=O)CSc2ccccc2N)cc1	-2	0	-1	4	15	-12	-5	5	0	-8
Cc1cc(C(=O)CN2C(=O)C(=O)N(CCC3=CCCCC3)C2=O)c(C)n1C	2	1	-1	-1	-2	5	1	2	1	1
O=C(c1cc(Br)c(Br)s1)N1CCN(c2ccccn2)CC1	-5	-4	-2	-4	-6	-13	-3	6	2	0
CCC1CCC/C1=N\NC(=O)c1ccccc1Cl (stereo unspecified)	-7	-2	0	7	1	/	3	4	-1	-6
O=C(CSc1ccccc1)Nc1ccccc1N1CCOCC1	-7	-7	-1	-7	-1	-3	5	-1	0	1
COC(=O)c1c(NC(=O)COC(=O)Cn2cnc3ccccc32)sc(C)c1C	2	-8	-4	-3	5	-5	4	1	-1	-5
CCCC(C(=O)NC(C)(C)C)N(C(=O)c1snc(C(N)=O)c1N)c1ccc2c(c1)OCCO2 (stereo unspecified)	-10	-9	0	-11	7	-3	4	9	-4	-3
O=C(COC(=O)c1ccccc1Cl)NC1CCCCCCC1	-8	-3	7	0	-3	-5	-15	-2	9	3
N#C/C(C(=O)Oc1ccccc1)=C1/Nc2ccccc2-c2ccccc21	5	0	-7	-12	-2	-23	-7	0	1	-1
CCC(c1nc2ccccc2[nH]1)n1c(=O)c(-c2ccccc2)nc2ccccc21 (stereo unspecified)	4	-19	0	-17	-10	/	-3	4	6	-2
COCCn1c(-c2cc(OC)c(OC)c(OC)c2)nc2oc3ccccc3c(=O)c2c1=O	-5	6	0	14	2	0	1	-2	0	8
COC(=O)CC1C(=O)NCCN1C(=O)CSc1nc2ccccc2o1 (stereo unspecified)	0	2	-1	3	0	5	10	4	4	0
O=C(NC(=S)NCCC1=CCCCC1)c1cncc(Br)c1	-5	4	1	0	3	-31	7	4	2	-3
Cc1ccc(C(=O)N2CCN(CCNC(=O)C(=O)NCc3ccc(Cl)cc3)CC2)cc1	-9	0	-1	0	-3	-2	-2	1	-2	-3
Cc1ccc(C)c(N(C)S(=O)(=O)c2cccc3nsnc23)c1	-2	-2	0	-2	0	-1	-4	1	0	1
O=C(NC(=O)c1csnn1)Nc1ccccc1Cl	15	0	2	-1	3	-5	10	-1	-4	0
O=C(/C=C/c1cccnc1)c1ccc([N+](=O)[O-])cc1	4	22	-1	-3	5	9	2	9	6	-1
COc1ccc2nc(SCC(=O)C(C)(C)C)[nH]c2c1	-5	-2	12	1	-3	5	5	6	-2	2
O=C(COC(=O)c1ccccc1SCC(=O)N1CCCC1)NC1CCCCC1	-2	3	-1	4	9	2	1	-11	4	1
CCCCn1c(C(C)NC(=O)COC)nc2ccccc21 (stereo unspecified)	-5	-1	2	0	1	4	7	3	-1	-2
Cc1nc(NC(=O)CN(C)S(=O)(=O)c2ccc(Cl)cc2)sc1C	-6	2	3	-4	0	-5	4	4	4	3
COc1ccc(NC(=O)CNS(=O)(=O)c2cccs2)cc1	1	1	-2	2	2	9	0	-1	-4	-5
CN1CCN(C2CCN(c3ccc(Nc4nnc(Cl)c(Nc5ccccc5S(C)(=O)=O)n4)c(OC(CF)CF)c3)CC2)CC1	-3	3	4	3	-3	1	3	-5	-2	-1
Cc1occc1C(=O)NNC(=O)CN1C(=O)NC2(CCCCC2)C1=O	0	1	2	1	-6	0	-4	-9	6	1
Cc1ccc(C(=O)Nc2nc(-c3ccc([N+](=O)[O-])cc3)cs2)o1	4	-4	-2	3	-14	-1	0	8	0	-11
Cc1ccccc1N(CC(=O)NC(C)(C)C)C(=O)CS(=O)CC(=O)Nc1ccc2c(c1)OCO2 (stereo unspecified)	-3	-2	-2	-1	5	-6	8	-1	-4	-1
COc1ccccc1NS(=O)(=O)c1ccc(N/N=C(\C)C(C)C)c([N+](=O)[O-])c1	6	-3	-2	4	-6	2	-12	10	-1	-8
COc1cc(C2N(C)C(=O)c3ccccc3N2C)ccc1O (stereo unspecified)	0	3	1	0	3	6	-2	-4	2	-5
CSc1ccccc1NC(=O)CSc1nnnn1-c1ccccc1SC	-1	-2	0	13	-3	-10	-6	-2	0	-5
N#CC1(Cc2ccc([N+](=O)[O-])cc2)c2ccccc2C=CN1C(=O)c1ccccc1 (stereo unspecified)	6	-17	0	-9	-3	-13	-3	9	1	2
COc1ccc(-n2c(COc3ccccc3)nnc2SCc2ccc(C#N)cc2)cc1	-5	-27	2	-14	-1	-23	-2	-5	3	2
Cc1cc(OCC(=O)Nc2ccccn2)c2c(C)cc(=O)oc2c1	2	-7	0	-5	-2	0	4	6	3	0
Cn1c(N)c(C(=O)CSc2ccccn2)c(=O)n(C)c1=O	0	0	-4	3	1	10	4	1	0	2
Cc1cc(CN(C)C(=O)c2ccc(OC3CCN(Cc4ccccn4)CC3)cc2)on1	-7	3	2	-6	4	6	-1	4	4	6
COC(=O)c1sc(C(C)(C)C)cc1CS(=O)(=O)c1ccccn1	-6	2	4	5	-2	17	-3	-6	4	2
CCC(=O)N1CCN(C(=O)CC)C1c1ccccc1	1	6	2	-4	8	0	5	-2	2	-3
O=C(NCCCNC1CCCCC1)c1ccc(/C=N/O)nc1	1	0	-4	9	6	6	-1	9	-3	-2
COCC(C)NCc1ccc(C)cc1C (stereo unspecified)	1	4	3	0	2	-3	0	6	-3	-7
CCOC(=O)c1cnc(-n2nc(C)cc2C)nc1-n1nc(C)cc1C	-7	3	-2	4	8	-1	4	-3	-4	-1
S=C(NCc1ccccc1)NC1CCCc2ccccc21 (stereo unspecified)	4	-3	4	1	-3	/	-10	-6	1	1
COc1ccccc1C(=O)NNC(=O)C(=O)NC(C)(C)C	2	-2	4	2	1	0	9	2	3	-3
CC(=O)N/C(=C/c1ccc(OC(F)F)cc1)C(=O)O	3	1	0	-4	2	1	-11	8	-3	-6
Cc1cc2c(ncn2Cc2ccccc2)c(N)c1C	-2	2	-5	-2	8	-1	6	11	0	2
CN1CCN(C(=O)c2ccccc2Nc2ccc(SC(F)F)cc2)CC1	0	4	2	-6	3	7	1	4	2	0
COc1ccc(NC(=O)N(C)[C@H]2C[C@H]3c4[nH]c5ccc(-c6ccc7c(c6)OCO7)cc5c4CCN3C[C@H]2[C@H](C)O)cc1	14	10	-1	-8	3	2	17	0	1	-5
Cc1c(C(=O)OCC(=O)NCC2CCCO2)oc2ccccc12 (stereo unspecified)	3	-2	-1	-7	2	2	1	1	-1	-6
Cc1cc(Cl)cc(C)c1OCC(=O)O	0	-3	0	6	-4	-1	6	1	0	-8
NC(=O)c1nsc(C(=O)N(CC(=O)NCc2ccc3c(c2)OCO3)C2CCCC2)c1N	-6	-2	0	2	0	0	6	0	3	3
CCOc1ccccc1C(=O)OCC(=O)Nc1cccc(S(=O)(=O)NC2=NCCCCC2)c1	2	0	-2	0	1	5	-1	5	-2	2
FC(F)(F)c1nnc2sc(-c3ccccn3)nn12	0	1	4	5	2	1	4	-4	3	-1
COc1ccccc1CNC(=O)c1cn(C)c2ccc(S(=O)(=O)N3CCCC3)cc2c1=O	-2	0	3	-4	1	-4	1	1	-2	-1
CCOC(=O)c1ccc(NC(=O)Nc2nncs2)cc1	14	9	0	4	-11	-4	1	2	4	1
Nn1c(SCC(=O)N2CCOCC2)nnc1-c1ccco1	-2	-3	1	-4	3	4	-5	0	-4	-1
Cc1ccccc1NS(=O)(=O)c1ccc(OCC(=O)NCc2ccccn2)cc1	-4	-7	4	3	7	-3	0	7	-2	1
O=C(/C=C/c1ccccc1)C1=C(O)C(=O)N(CCO)C1c1cccc([N+](=O)[O-])c1 (stereo unspecified)	2	3	-2	5	2	/	3	-12	0	-5
C=CCn1cc(/C=N/N2C(=O)C3C4C=CC(C4)C3C2=O)c2ccccc21 (stereo unspecified)	-3	-7	3	-9	-12	2	-9	-5	3	7

Entries shown so far that contain an aryl thioether with sulfur outside any ring, in the order listed:
SMILES	rCAG binder	NPR1 activator	UHRF1 MBD2 ctr	NPR2 activator	SIAE primary	HTRA1 inh	mABHD4 FP	TCR CD3 inh	PRMT1 FP inh	MBD2 DNA inh
CCOc1ccc(NC(=O)CSc2ccccc2N)cc1	-2	0	-1	4	15	-12	-5	5	0	-8
O=C(CSc1ccccc1)Nc1ccccc1N1CCOCC1	-7	-7	-1	-7	-1	-3	5	-1	0	1
COC(=O)CC1C(=O)NCCN1C(=O)CSc1nc2ccccc2o1 (stereo unspecified)	0	2	-1	3	0	5	10	4	4	0
COc1ccc2nc(SCC(=O)C(C)(C)C)[nH]c2c1	-5	-2	12	1	-3	5	5	6	-2	2
O=C(COC(=O)c1ccccc1SCC(=O)N1CCCC1)NC1CCCCC1	-2	3	-1	4	9	2	1	-11	4	1
CSc1ccccc1NC(=O)CSc1nnnn1-c1ccccc1SC	-1	-2	0	13	-3	-10	-6	-2	0	-5
COc1ccc(-n2c(COc3ccccc3)nnc2SCc2ccc(C#N)cc2)cc1	-5	-27	2	-14	-1	-23	-2	-5	3	2
Cn1c(N)c(C(=O)CSc2ccccn2)c(=O)n(C)c1=O	0	0	-4	3	1	10	4	1	0	2
CN1CCN(C(=O)c2ccccc2Nc2ccc(SC(F)F)cc2)CC1	0	4	2	-6	3	7	1	4	2	0
Nn1c(SCC(=O)N2CCOCC2)nnc1-c1ccco1	-2	-3	1	-4	3	4	-5	0	-4	-1

Screening results deposited in PubChem by several laboratories.
